High-throughput results: PubChem BioAssay, National Center for Advancing Translational Sciences (NCATS)
TRHR agonist: agonists of human TRH receptor; P34981; 360,000 tested, 0.18% active; TRHR cells, calcium flux fluo-8, FDSS agonist mode; AID 493084; activation, % at 2 µM; further: 0% is about no effect
Target sequence (P34981 whole entry, looked up): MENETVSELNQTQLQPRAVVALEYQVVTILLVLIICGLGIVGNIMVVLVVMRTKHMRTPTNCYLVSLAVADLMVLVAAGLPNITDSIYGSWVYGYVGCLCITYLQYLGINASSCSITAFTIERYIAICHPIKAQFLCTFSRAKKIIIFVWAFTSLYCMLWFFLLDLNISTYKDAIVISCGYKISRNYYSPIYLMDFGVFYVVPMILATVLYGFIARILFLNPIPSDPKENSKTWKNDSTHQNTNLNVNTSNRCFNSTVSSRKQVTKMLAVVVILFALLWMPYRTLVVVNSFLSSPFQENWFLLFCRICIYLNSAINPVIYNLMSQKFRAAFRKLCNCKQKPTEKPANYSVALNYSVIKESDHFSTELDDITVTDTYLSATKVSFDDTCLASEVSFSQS
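Steps: seed TRHR cells overnight; add fluo-8 no-wash Ca dye, RT 30 min–1.5 h; record 10 s baseline; pin-transfer compounds; monitor fluorescence 1 cycle/s for the agonist window. Calcium increases flag candidate agonists.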
D2 ag: D2 dopamine receptor (human) agonism; P14416; HEK293 T-REx D2 cells, calcium flux agonist mode; activation, % at 2 µM; 340,000 tested, 0.53% active; AID 485358;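 active means activation over 3 SD above normal in the single-dose calcium agonist read, cut at about 30% in these data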; further: 0% is about no effect
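Agonism scored from kinetic calcium signal (1 read/sec, 180 s) following compound pin transfer, after a 10 s baseline. Cells: HEK293 Trex line expressing inducible D2 receptor coupled to calcium, dye-loaded after overnight culture at 30 C.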
D2 antag: antagonizes the human D2 dopamine receptor. HEK293 TREx D2 cells, calcium flux, dopamine EC80. inhibition, % at 10 µM. 340,000 tested, 2% active; in the data active means inhibition above about 30%; further: 0% is about no effect
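Calcium flux kinetic readout in an inducible HEK293 TREx D2 line plated overnight at 30 C. After 180 s compound exposure, an EC80 dopamine challenge follows with another 180 s kinetic read to detect antagonism.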
RXFP1 antagonist: antagonists of human relaxin receptor RXFP1. activity change, negative = inhibition, % at 57.5 µM. HEK293-RXFP1, relaxin-stimulated cAMP HTRF, 30 min; hits give low values. 350,000 tested, 0.59% active. Q9HBX9;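 active means activity change of -60% or lower, but not beyond a set lower limit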; further: on the % scale 0 is the no-effect control and ±100 the full control effect
D2 potentiator: D2 dopamine receptor (human) potentiation | P14416 | HEK293 T-REx D2, calcium flux, EC20 dopamine potentiation | potentiation, % at 10 µM | 340,000 tested, 0.34% active;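 active means potentiation over 3 SD above the plate norm, cut at about 30% in these data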; further: 0% is about no effect
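Cells plated with tetracycline inducer and held overnight at 30 C; calcium dye loaded 30–90 min at room temperature; baseline taken, compound added and read 180 s; EC20 dopamine then added and read 180 s.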
D1 antagonist: blocks dopamine activation of the human D1 receptor. P21728. HEK293 TREx D1 cells, calcium flux, dopamine EC80; hits give low values. activity change, negative = inhibition, % at 10 µM. 360,000 tested, 3.2% active; in the data active means activity change below about -30%; further: on the % scale 0 is the no-effect control and ±100 the full control effect
Target sequence (P21728 whole entry, looked up): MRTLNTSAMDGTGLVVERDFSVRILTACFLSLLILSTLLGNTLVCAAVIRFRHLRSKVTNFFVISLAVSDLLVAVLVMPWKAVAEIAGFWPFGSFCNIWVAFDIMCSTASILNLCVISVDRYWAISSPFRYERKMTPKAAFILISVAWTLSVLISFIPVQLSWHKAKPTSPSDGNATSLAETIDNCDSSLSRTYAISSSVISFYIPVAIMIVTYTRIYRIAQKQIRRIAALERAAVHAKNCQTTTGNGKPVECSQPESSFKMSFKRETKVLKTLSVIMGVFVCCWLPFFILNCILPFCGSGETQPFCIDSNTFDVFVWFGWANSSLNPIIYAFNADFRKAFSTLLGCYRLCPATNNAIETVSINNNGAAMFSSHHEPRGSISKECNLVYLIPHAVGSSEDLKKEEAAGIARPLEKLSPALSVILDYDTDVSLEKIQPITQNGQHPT
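Tetracycline-induced HEK293 Trex D1 cells, force-coupled to calcium, dye-loaded; compounds added and read 180 s, then EC80 dopamine added and calcium flux tracked kinetically another 180 s.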
D1 potentiator: potentiators of human D1 dopamine receptor. potentiation, % at 10 µM. P21728. HEK293 TREx D1 cells, calcium flux, dopamine EC20 potentiation. 360,000 tested, 0.036% active; in the data active means potentiation above about 30%; further: 0% is about no effect
TRHR PAM: TRH receptor (human) allosteric enhancement; TRHR cells, fluo-8 calcium fluorescence, EC20 TRH enhancement; enhancement, % at 2 µM; P34981; 360,000 tested, 0.66% active; in the data active means enhancement above about 30%; further: 0% is about no effect
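Enhancer read-out: after compound pinning and an initial kinetic agonist-mode read, an EC20 of TRH (10 nM final) was injected and fluo-8 calcium signal (Ex 480/Em 530) followed at 1 s/cycle for 100 cycles in TRHR-expressing cells.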
D1 ag: human D1 receptor agonism | HEK293 T-REx D1 cells, calcium flux, agonist mode | AID 504660 | 360,000 tested, 1% active | P21728 | activation, % at 2 µM; further: 0% is about no effect
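Agonism was scored from calcium flux recorded over 180 s (1 read/s) after pintool compound addition, following a 10-cycle baseline. Cells were inducible force-coupled HEK293 TREx D1, plated overnight at 30 C and loaded with no-wash calcium dye.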
Active calls of the source: *; . = not tested or not shown; & = joins results of further samples. Unless noted, no stated cut-off is given here; in the data, active means activation above about 30%; inactive means the rest.

Screens in order – TRHR agonist, D2 ag, D2 antag, D1 antagonist, TRHR PAM, D2 potentiator, RXFP1 antagonist, D1 ag, D1 potentiator
ONC(=Nc1ccccc1)C(=Nc1ccccc1)NO
→ 1.0, -1.8, 3, 3, 2, 7, -9, 4, -6
O=C1CC2(CCN(S(=O)(=O)c3ccccc3F)CC2)Oc2ccccc21
→ -0.3, -0.5, -12, -23, 1, -6, 0, 4, -13
CCn1c(O)c(C2=NCCCC2)c2ccccc21
→ -0.1, ., ., 3, 3, ., -8, 1, 1
Cn1cc(S(=O)(=O)Nc2ccc3c(c2)OCCO3)cn1
→ 0.4, -0.4, 8, -1, 1, 17, 11, 1, -2
Cc1noc(C)c1S(=O)(=O)Nc1ccc(C#N)cc1
→ 0.6, 0.3, 4, 4, -4, -3, -1, 4, -3
COc1ccc(-n2cnc3cc(C(=O)N4CCOCC4)ccc32)cc1
→ -0.6, -1.2, 4, 1, -3, -2, 7, 11, 0
CCOC(=O)c1ccc2c(c1)sc(=NC(=O)c1ccco1)n2CCOC
→ -0.3, -1.0, 1, 0, 3, -3, -15, 2, -2
Cc1ccc2c(c1)c1n[nH]c(=S)nc1n2CCc1ccccc1
→ -1.2, -4.2, 27, 4, -9, 2, 20, 4, -2
CCC(=O)NC(c1ccc(C)cc1)c1ccc2cccnc2c1O (stereo not drawn)
→ 0.2&1.3, -0.3, 4, 3&11, -2&-8, -2, -9, 0&4, -3&-7
CC(C)COC(=O)N1CC(O)CC1C(=O)Nc1ccc2c(c1)OCO2 (stereo not drawn)
→ 1.3, 0.6, 12, -5, -2, 10, -16, 1, 0
CCc1ccc(CNC(=O)CN2CCSc3ccccc32)cc1
→ -0.3, 0.0, ., 1, 3, 13, ., 4, 0
Cn1c(=O)oc2cc(S(=O)(=O)NCc3cccnc3)ccc21
→ 2.3, 2.4, -3, 0, 5, 2, -14, 9, -1
CCOC(=O)c1cnn(-c2ccccc2)c1NC(=O)CCl
→ -0.2, -1.3, -2, 5, 9, 18, 5, 1, 16
CC(NCC(=O)Nc1cc(S(=O)(=O)N2CCOCC2)ccc1Cl)c1ccc(Cl)cc1Cl (stereo not drawn)
→ -0.1, 0.7, -6, -12, -11, -5, -12, 3, -3
O=C(Nc1cccc(F)c1)c1ccc(Br)o1
→ -1.0, -0.4, 16, -5, 1, 1, ., -3, 1
C=CCNc1nc(NCc2ccccc2)c(C#N)c2c1CN(C)CC2
→ 1.9, 0.8, 1, -13, 2, -18, -3, 17, -3
CC(C)N(CCNC(=O)c1oc(=O)c2ccccc2c1-c1ccccc1)Cc1ccco1
→ 0.8, -1.3, -11, -14, 12, -13, -1, -1, -3
C=CCNC(=O)COC(=O)c1ccc(C)c(NC(=O)c2ccco2)c1
→ -0.2, -1.0, -18, -2, 4, 4, -14, 1, -2
COc1ccccc1NC(=O)c1cc2c(CO)cnc(C)c2oc1=Nc1cccc(C(N)=O)c1
→ -0.7, -0.2, -15, -5, -6, 3, 4, 2, -5
CCOC(=O)/C(C#N)=N/Nc1ccccc1OC
→ 0.0, ., ., -12, 18, ., -2, 2, -8

Single values from the list:
Cn1cc(S(=O)(=O)Nc2ccc3c(c2)OCCO3)cn1 @ D1 antagonist = -1
O=C1CC2(CCN(S(=O)(=O)c3ccccc3F)CC2)Oc2ccccc21 @ TRHR PAM = 1
Cc1ccc2c(c1)c1n[nH]c(=S)nc1n2CCc1ccccc1 @ D1 antagonist = 4

Other records follow.
Screens in order – TRHR agonist, D2 ag, D2 antag, D1 antagonist, TRHR PAM, D2 potentiator, RXFP1 antagonist, D1 ag, D1 potentiator
Cc1cc(Br)ccc1SCC(=O)OCC(=O)N1CCN(C(=O)c2ccco2)CC1
→ -0.4, 0.1, -1, -1, -2, 11, 2, 34*, -4
O=C1CCC(=O)N1CCSC(=S)N1CCOCC1
→ 0.6, 0.1, -10, -20, 3, 4, -3, 1, -2
Cc1cc(C)cc(NS(=O)(=O)c2ccc3c(c2)CCCN3C(=O)C2CCC2)c1
→ -0.2, 0.8, ., 6, -3, 0, -25, 0, 0
Clc1ccc(-c2nc(N3CCCCC3)nc3ccccc23)cc1
→ 1.2, 0.7, 8, 2, -2, 1, -17, 0, -2
Cc1cccc(OCc2nnc(SCC(=O)c3cccs3)n2C)c1C
→ -2.2, 0.2, -2, -1, -1, 6, 1, 1, -7
CCc1ccc(OCC(=O)NC(NC(=S)Nc2ccccc2C)C(Cl)(Cl)Cl)cc1 (stereo not drawn)
→ 2.0, 1.2, 6, 3, -7, -6, -12, 8, -11
CCC(=O)Nc1ccc(N/C(N)=N/c2nc(C)cc(C)n2)cc1
→ 0.0, 0.5, 2, -2, 0, 4, -4, 2, -5
O=C1CC2C(CC(OC(=O)c3ccc(-c4ccccc4)cc3)C2CO)O1 (stereo not drawn)
→ 1.6, 2.5, 7, -2, 4, -8, -8, 13, 4
CN(CC(=O)Nc1cc(S(=O)(=O)N2CCCCCC2)ccc1Cl)Cc1ccc2c(c1)OCO2
→ 2.2, 2.1, -2, 3, 3, -3, -3, 6, -3
CC(=O)c1ccc(C(=O)N2CCC(n3nccc3NC(=O)C3CC3)CC2)cc1
→ 0.8, 0.2, -13, -11, 4, 19, -2, 1, -2
CCN1CCCC1CNC(=O)Cn1nc(C)n2nc(-c3ccccc3)cc2c1=O (stereo not drawn)
→ 1.0, -0.2, -3, -2, 1, 3, 19, 0, 5
O=C(CN1CCN(CC(=O)Nc2ccccc2Cl)CC1)NCC1(N2CCCCC2)CCCCC1
→ 0.2, ., ., -8, 3, -11, 2, 4, -4
O=C(CCS(=O)(=O)c1ccccc1)OCc1ccc([N+](=O)[O-])cc1
→ 0.8, 0.3, -7, 0, -8, -5, 10, 0, -9
CCN(C(=O)CCS(=O)(=O)c1cc2c(cc1C)NC(=O)CO2)c1cccc(C)c1
→ -0.4, 0.8, ., 13, -2, -9, ., -1, -2
CCOC(=O)c1ccc(CC(=O)c2oc3cc(O)ccc3c2C)o1
→ 2.1, 0.1, 11, 0, 2, 0, -12, 3, -2
CCN(CC)S(=O)(=O)c1ccc(C(=O)Oc2ccc3c(c2)OCO3)cc1
→ 1.4, 1.1, -3, -19, 1, -5, -2, 7, -3
COc1ccccc1C(=O)NC1(C(F)(F)F)C(=O)Nc2c1c(=O)[nH]c(=O)n2-c1ccccc1 (stereo not drawn)
→ 0.0, 0.0, ., -7, -1, -13, ., 2, -3
CCN(CC)c1ccc(N2C(=O)c3ccccc3C2=O)cc1
→ 0.0, ., ., -7, 2, ., 4, 1, -5
CCOC(=O)C1(Cc2ccc(OC)cc2)CCN(C(=O)CCn2ccc(C)n2)CC1
→ -0.6, ., ., 9, 4, ., 0, 0, -1
Cc1ccc(NC(=O)CSc2nc(N)cc(=O)[nH]2)cc1Cl
→ 0.7, 0.0, -15, 2, -4, -11, 1, 0, 0

Seven entries from above, as a markdown table.
| smiles | TRHR agonist | D2 ag | D2 antag | D1 antagonist | TRHR PAM | D2 potentiator | RXFP1 antagonist | D1 ag | D1 potentiator |
| --- | --- | --- | --- | --- | --- | --- | --- | --- | --- |
| Cc1cc(C)cc(NS(=O)(=O)c2ccc3c(c2)CCCN3C(=O)C2CCC2)c1 | -0.2 | 0.8 | . | 6 | -3 | 0 | -25 | 0 | 0 |
| Clc1ccc(-c2nc(N3CCCCC3)nc3ccccc23)cc1 | 1.2 | 0.7 | 8 | 2 | -2 | 1 | -17 | 0 | -2 |
| O=C1CCC(=O)N1CCSC(=S)N1CCOCC1 | 0.6 | 0.1 | -10 | -20 | 3 | 4 | -3 | 1 | -2 |
| CCC(=O)Nc1ccc(N/C(N)=N/c2nc(C)cc(C)n2)cc1 | 0.0 | 0.5 | 2 | -2 | 0 | 4 | -4 | 2 | -5 |
| CCOC(=O)C1(Cc2ccc(OC)cc2)CCN(C(=O)CCn2ccc(C)n2)CC1 | -0.6 | . | . | 9 | 4 | . | 0 | 0 | -1 |
| CCN(CC)c1ccc(N2C(=O)c3ccccc3C2=O)cc1 | 0.0 | . | . | -7 | 2 | . | 4 | 1 | -5 |
| CN(CC(=O)Nc1cc(S(=O)(=O)N2CCCCCC2)ccc1Cl)Cc1ccc2c(c1)OCO2 | 2.2 | 2.1 | -2 | 3 | 3 | -3 | -3 | 6 | -3 |

Next section.
Screens in order – TRHR agonist, D2 ag, D2 antag, D1 antagonist, TRHR PAM, D2 potentiator, RXFP1 antagonist, D1 ag, D1 potentiator
CC(=O)c1c(N2CCN(Cc3ccccc3)CC2)nc(=S)n(Cc2ccccc2)c1C
→ -1.0, -0.2, -6, 2, 1, 10, 3, 1, -3
Cc1ccc(NCC(=O)N/N=C\c2cccc(O)c2)cc1
→ 0.6, -0.8, 2, -18, 3, -3, -5, 6, -3
COc1ccc(N(CC(=O)NC2CCCC2)C(=O)CCC(=O)Nc2nc(C)cs2)cc1OC
→ 0.4, 0.7, 11, -10, 8, 6, -8, 1, 4
O=C(c1cccs1)N1CCOCC1
→ -0.4, -0.5, 3, -2, -2, -5, -18, 2, 1
COC(=O)/C(=C/c1cccc([N+](=O)[O-])c1)NC(=O)c1ccc(OC)cc1
→ -0.4, -0.5, 10, 12, 0, 6, -18, 5, -4
COCC(C)NC(=O)c1cc2c(=O)n3cccc(C)c3nc2s1 (stereo not drawn)
→ -1.6, -0.9, ., -21, 22, -4, 0, 1, 0
S=C(NCCc1ccccc1)NC1CCC(NC(=S)NCCc2ccccc2)CC1 (stereo not drawn)
→ -0.3, 0.2, 0, 7, 20, 8, 13, 5, 7
c1ccc(CN2CCN(Cc3nnc(-c4ccccc4)o3)CC2)cc1
→ -1.1, -0.5, 9, -13, -8, -4, 2, 2, -2
COc1ccc(NC2=Nc3cccc4cccc2c34)cc1
→ 1.2, ., ., -7, 3, ., -25, 10, -7
Cc1ccc(NC(=O)C2CCN(S(=O)(=O)c3ccc4c(c3)CCCC(=O)N4)CC2)cc1N(C)C
→ -0.2&-0.7, 0.3&0.7, 1, 21&-8, 6&2, 8&-6, -13, 4&1, 4&-6
CCOc1ccc2c(c1)c(=O)c(S(=O)(=O)c1ccc(F)cc1)cn2CC(=O)Nc1ccccc1C
→ 0.4, 0.5, ., 6, -2, -26, ., 0, -1
C=CCn1c2ccccc2n2nc(C)c(=O)nc12
→ 0.4, -0.2, 0, -21, -5, -3, 3, -1, -3
